# PMI inhibitors: MPI enzyme activity inhibition – biochemical, fluorescence intensity, coupled assay, primary screen (AID 1209); inhibition, % at 20 µM, or IC50 in µM where a hit was titrated; purified PMI enzyme, coupled fluorescence intensity; higher % means a stronger effect; 190,000 compounds, 0.42% hits;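 also: plate controls were DMSO vehicle for no effect and wells lacking substrate for full effect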
# TNAP activators: stimulation of alkaline phosphatase TNAP activity – biochemical, luminescent, no phosphate acceptor, uHTS, primary screen (AID 1001); purified TNAP, luminescent activation assay, no phosphate acceptor; higher activation fold means a stronger effect; 200,000 compounds, 0.03% hits; one-dose activation fold at 20 µM; EC50 in µM for titrated hits; in the data active = activation fold from about 3, or a potency from the dose series; inactive = the rest, 99 in 100 with activation fold below about 1.6; also: many of its hits are not listed in these tables
# Ins promoter up: MIN6 insulin promoter up-regulation; MIN6 insulin promoter-GFP reporter, high-content imaging; hits give high values; z-score at 5 µM; 190,000 compounds, 0.3% hits; AID 1625;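 active = z-score above 3 at 5 µM with at least 500 cells counted in the well; inconclusive = wells under 500 cells, flagged as cytotoxic or low count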
# human PMI inhibitors: MPI inhibition at elevated mannose 6-phosphate – biochemical, fluorescence intensity, high mannose 6-phosphate, primary screen (AID 1220). recombinant PMI enzyme, coupled fluorescence intensity; higher % means a stronger effect. one-dose inhibition, % at 20 µM; IC50 in µM for titrated hits. 190,000 compounds, 0.66% hits
# Salmonella PhoP GFP: PhoP-dependent GFP reporter repression – Salmonella Typhimurium, primary screen (AID 1863) | S. Typhimurium PhoP-regulated promoter GFP reporter, 4 h; higher % means a stronger effect | inhibition, % at 50 µM; hits with a dose series show IC50 in µM | 300,000 compounds, 0.16% hits;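 active = inhibition over 29.93%, a cutoff 3 SD above the screen mean, later confirmed by dose response; inconclusive = inhibition over 29.93% but no dose response follow-up; inactive = inhibition at most 29.93% or unconfirmed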;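 also: 0% = low Mg2+ inducing control and 100% = high Mg2+ repressing control; strong numbers were not always called active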
# West Nile virus CPE: inhibition of WNV-induced cytopathic effect – cell-based, CPE readout (AID 1621); West Nile virus-infected cells, CPE inhibition; higher % means a stronger effect; CPE inhibition, % at 10 µM; hits with a dose series show IC50 in µM; 290,000 compounds, 0.02% hits; in the data active = a potency from the dose series; inconclusive = CPE inhibition mostly from about 3.7% at the one dose, without a potency; inactive = the rest, 99 in 100 with CPE inhibition below about 2.2%; also: strong numbers were not always called active
# Large T inhibition: SV40 large T antigen inhibitors, biochemical (AID 1903) | inhibition, % at 20 µM; hits with a dose series show IC50 in µM | 310,000 compounds, 0.39% hits | SV40 large T antigen ATPase/helicase inhibition assay; higher % means a stronger effect; in the data active = a potency from the dose series; inconclusive = inhibition mostly from about 32% at the one dose, without a potency; inactive = the rest, 99 in 100 with inhibition below about 32%; also: strong numbers were not always called active
# CSM14.1 death rescue: protection against thapsigargin-triggered cell killing – 384-well, CSM14.1, ATP luminescence, primary screen (AID 1222); CSM14.1 thapsigargin-induced death rescue, ATP luminescence; higher % means a stronger effect; one-dose cellular ATP content (survival), % at 20 µM; EC50 in µM for titrated hits; 190,000 tested, under 10 active;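 active = EC50 below 50 µM in the dose-response confirmation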;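 also: death triggered by thapsigargin at about 15 µM added after 2 h compound pretreatment; cell ATP read after overnight thapsigargin exposure of roughly 18 to 22 hours; normalized against plate controls of thapsigargin alone and 5% DMSO vehicle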
# RSV CPE inhibition: RSV antiviral activity via CPE protection, HEp-2 cells, primary 10 µM value included (AID 2391). HEp-2 cells, RSV-induced CPE inhibition; higher % means a stronger effect. CPE inhibition, % at 10 µM, or IC50 in µM where a hit was titrated. 310,000 compounds, 0.13% hits; in the data active = a potency from the dose series; inconclusive = CPE inhibition mostly from about 23% at the one dose, without a potency; inactive = the rest, 99 in 100 with CPE inhibition below about 21%; also: strong numbers were not always called active
# Ins promoter up cell count: further read-out of Ins promoter up, marked with its call; cell count; measured here: cytotoxicity, nuclei count;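 total cells summed across four imaged fields per well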
# Numbers without * were called inactive; ? = inconclusive; . = no result given. Rule as the data show it, unless noted: active = inhibition above about 50%; inactive = the rest. This is a subset; the hit share may differ from the screen's.
SMILES,PMI inhibitors,TNAP activators,Ins promoter up,Ins promoter up cell count,human PMI inhibitors,Salmonella PhoP GFP,West Nile virus CPE,Large T inhibition,CSM14.1 death rescue,RSV CPE inhibition
C[C@]12CC[C@H](O)CC1=CC[C@@H]1[C@@H]2CC[C@@]2(C)[C@H]1CC[C@]2(C)O,.,.,.,.,.,-6%,-0.1%,20%,.,?
CCC(C)n1c(O)c(/C=N/N2CCOCC2)c(=O)[nH]c1=S (centres undefined),-11%,1.1,0.24,1366,-9%,-9%,0.5%,16%,-1.6%,2.8%
O=c1c2ccccc2nc(-c2ccccc2Cl)n1-c1ccc(O)cc1,.,.,.,.,.,-2%,0.1%,8%,.,1.6%
COc1cc(C)c(-c2nc(CN3C[C@@H]4C[C@@H](C3)c3cccc(=O)n3C4)c(C)o2)cc1C,7%,1.1,-1.2,1378,-1%,-1%,0.6%,10%,19%,-0.5%
CCCCN1C(=O)NC(=O)/C(=C/c2cnc(SC)nc2)C1=O,-8%,1.1,-0.23,1457,-6%,-4%,0.2%,3%,0.1%,0.1%
O=C(O)Cc1cnc[nH]1,.,.,.,.,.,-4%,-0.3%,9%,.,-2.0%
O=C(CNC1CCCCC1)N1CCC2(CC1)OCCO2,10%,1.1,-0.78,922,-2%,-6%,-0.7%,22%,-0.3%,-0.4%
NC(N)=N/N=C/c1ccc(N(c2ccccc2)c2ccccc2)cc1,.,.,.,.,.,11%,-1.8%,27%,.,-4.6%
O=C1C2CCCN2C(c2ccc(Cl)cc2)N1c1ccccn1 (centres undefined),2%,1,0.9,1294,5%,11%,0.4%,-3%,0.2%,2.4%
O=P(N[C@@H](c1ccccc1)[C@@H]1C[C@H]1CO)(c1ccccc1)c1ccccc1,-2%,1.1,0.11,1323,6%,3%,-0.9%,6%,-4.8%,-1.2%
NNC(=O)CN1C(=O)CN=C(c2ccccc2)c2cc(Br)ccc21,.,.,.,.,.,5%,0.3%,2%,.,2.0%
COC(=O)C(Cc1ccc(N(CCCl)CCCl)cc1)N=Cc1ccccc1O (centres undefined),.,.,.,.,.,13%,-0.5%,16%,.,-2.0%
O=c1[nH]c(=O)n(-c2ccc(Cl)cc2)c(O)c1C=Nc1ccc(S(=O)(=O)Nc2nccs2)cc1,-11%,1,0.17,1287,-10%,-13%,0.4%,15%,-2.3%,2.3%
COc1cc(N2CCOCC2)ccc1/C=C1\C(=O)NC(=O)N(Cc2ccc3c(c2)OCO3)C1=O,-4%,1,-0.57,1255,-1%,-3%,0.5%,18%,0.9%,2.6%
Cn1c(O)c(/C=N/N2CCOCC2)c(=O)[nH]c1=S,.,.,0.12,1052,.,-11%,0.6%,3%,.,.
CN1CCCN(C(=O)COc2ccc(F)cc2F)CC1,.,.,.,.,.,-6%,0.1%,3%,.,0.9%
O=C(C(=C1N(Cc2ccc(Cl)nc2)CCN1Cc1ccc(Cl)nc1)[N+](=O)[O-])C(Cl)Cl,.,.,.,.,.,4%,-0.7%,5%,.,-0.5%
C[C@]12CCC3C(CCC4=C/C(=N/OCC(=O)NC(CCC(=O)O)C(=O)O)CC[C@@]43C)C1CCC2O (some centres undefined),.,.,.,.,.,4%,0.2%,10%,.,19%
C/C(=N\N1CCCCCC1)c1c(O)n(-c2ccccc2)c(=O)[nH]c1=O,-9%,1,-0.99,1214,-6%,-8%,-0.6%,7%,0.1%,2.3%
O=C(Nc1cccc(Cl)c1)c1c(O)c2c(n(Cc3ccccc3)c1=O)CCCC2,-8%,1.1,0.05,1115,-4%,-11%,0.3%,1%,-2.8%,.
CN(C)C(=O)Oc1ccc(NC(=O)N2CCOCC2)cc1,.,.,.,.,.,-5%,-0.1%,8%,.,0.8%
CC(C)(C)NC(=O)C1CC2CCCCC2CN1 (centres undefined),9%,1,0.67,1195,8%,-3%,-0.1%,6%,-1.3%,1.2%
CCC(=NCc1ccc(F)cc1)c1c(O)n(C)c(=O)n(C)c1=O,-11%,1.1,?,.,0%,-6%,-1.5%,7%,3.8%,2.0%
Cc1ccsc1C(=O)C1CCCN(Cc2cnn(C)c2)C1 (centres undefined),9%,1.1,-0.49,1120,7%,-11%,-0.2%,10%,-1.5%,1.0%
CC/C(=N\Nc1ccccc1)c1c(O)n(-c2ccc(OC)cc2)c(=O)[nH]c1=O,.,.,-0.13,1425,.,-6%,-0.3%,19%,.,-0.9%
COc1ccc(CCC(C)NCCc2ccccc2)cc1 (centres undefined),-2%,1.2,-0.36,835,-2%,-1%,-1.0%,4%,-1.7%,-3.3%
Cc1cc(OCC(=O)N[C@@H](Cc2ccccc2)C(=O)O)c2c3c(c(=O)oc2c1)CCCC3,.,.,.,.,.,7%,-0.1%,6%,.,3.0%
COc1ccc(C(=O)Oc2cccc3cccnc23)cc1S(=O)(=O)N1CCOCC1,29%,1.1,0.35,1400,50%,5%,1.5%,11%,0.2%,0.4%
CCn1c(C)c(C(=O)Nc2ccc(OC)cc2)c2cc(OC)ccc21,.,.,.,.,.,3%,0.0%,19%,.,2.6%
O=C1NC(=O)C(=Cc2cc3c(cc2[N+](=O)[O-])OCO3)C(=O)N1,24%,1.1,-0.18,1125,44%,-8%,0.1%,51%,2.8%,-0.3%
O=C(/C=C/c1ccc2c(c1)OCO2)c1c(O)n(CCC2=CCCCC2)c(=O)[nH]c1=O,13%,1,0.82,1331,9%,-30%,-1.4%,1%,-2.1%,-1.6%
Oc1ccc(C2=CCNCC2)cc1O,.,.,.,.,.,-5%,0.5%,29%,.,-0.8%
Cc1ccc(-c2nc3ccccc3c(=O)n2-c2nccs2)cc1,8%,1,-0.17,1592,-5%,-5%,0.4%,-1%,-4.2%,-1.0%
COc1cccc(NP(=O)(Oc2ccc(Cl)cc2)Oc2ccc(Cl)cc2)c1,19%,0.9,-0.09,1401,10%,17%,-1.5%,5%,-0.4%,5.6%
COc1c2c(cc3c1OCO3)CC[N+](C)=C2,2%,1.1,-0.48,1456,10%,-6%,-0.5%,13%,-1.1%,0.7%
O=C1/C(=C\c2ccccc2)C2OCC=C3CN4CCC56c7ccccc7N1C5C2C3CC46 (centres undefined),.,.,-0.13,1044,.,2%,-0.3%,2%,.,-1.0%
O=[N+]([O-])c1ccc(N2CCCC2)c2ncccc12,-4%,0.9,-0.94,1211,22%,2%,0.3%,-4%,-1.9%,44%
Cc1ccnc(NCc2c(O)ccc3ccccc23)c1,.,.,.,.,.,-2%,0.0%,14%,.,-0.9%
COC(=O)C1=C(N)Oc2c(c(=O)oc3ccccc23)[C@]12C(=O)N(C)c1ccccc12,-10%,1,0.62,1295,4%,10%,0.3%,11%,-1.0%,-0.4%
CC1=C(C(=O)O)N2C(=O)[C@@H](NC(=O)CCCC(=O)O)[C@H]2SC1,6%,1.1,0.21,1313,5%,-8%,-0.5%,6%,0.3%,1.1%
COc1ccc(OC)c(/C=N/OC(=O)Nc2ccc(Cl)cc2)c1,8%,1,-0.3,1238,7%,6%,0.8%,4%,4.3%,-0.3%
CN1[C@@H]2CC[C@H]1CC(OC(=O)C1C=Nc3ccccc31)C2 (some centres undefined),-5%,1.1,.,.,-13%,-3%,-0.2%,16%,-3.2%,-1.9%
C=CCN1C(=O)c2ccccc2Sc2ccc(C(=O)N3CCC4(CC3)OCCO4)cc21,-5%,1.1,.,.,-9%,0%,-0.6%,9%,2.0%,0.5%
CC(C)C(=O)c1cn(Cc2ccc(C#N)cc2)c2ccccc12,15%,1,-0.42,998,16%,-8%,-1.7%,5%,1.2%,6.9%
CCC(=O)N1CCN(CCN=Cc2c(O)n(C)c(=O)n(C)c2=O)CC1,-4%,1.1,-0.12,1200,12%,1%,0.1%,8%,-0.8%,-0.5%
c1ccc(-c2[nH]c[n+](CC3CO3)c2-c2ccccc2)cc1 (centres undefined),5%,1.5,-0.42,1408,-6%,1%,-0.2%,1%,0.1%,1.8%
CCCCCn1c(=O)c(C(=O)NCc2ccc(Cl)cc2)c(O)c2ccccc21,.,.,.,.,.,-5%,-2.3%,14%,.,9.9%
Cc1nnc2n1-c1ccc(Br)cc1C(c1ccccc1Cl)=NC2,-1%,1.1,0.25,1065,0%,5%,0.2%,6%,-1.1%,-0.8%
CCNc1nc(Cl)nc(NC(C)C)n1,-14%,1,0.62,1345,-6%,0%,0.6%,15%,-0.6%,3.8%
Cc1cc(OC(=O)c2cccs2)c2c3c(c(=O)oc2c1)CCCC3,16%,1.1,-0.95,692,6%,5%,-1.4%,-9%,-0.7%,19%
CCCCNC(=O)Nc1ccc(C(O)(C(=O)OC)C(F)(F)F)cc1 (centres undefined),4%,1,-0.27,1145,0%,-5%,0.4%,14%,-1.9%,2.1%
COc1ccccc1N1C(=O)CC(=O)NC1=O,.,.,.,.,.,-10%,0.2%,11%,.,2.8%
CN1CCCC(C(=O)c2ccccc2)C1 (centres undefined),1%,1.1,0.13,1548,-2%,-10%,0.5%,8%,0.9%,1.5%
CN1C(=O)CN=C(c2ccccc2Cl)c2cc(Br)ccc21,.,.,.,.,.,1%,-0.9%,4%,.,3.2%
CC(C)CNC(=O)c1c(N)n(Cc2ccco2)c2nc3ccccc3nc12,0%,1.1,-0.72,1008,-12%,17%,-0.1%,6%,-3.4%,?
O=C(O)[C@H]1NC[C@H]2C[C@H]21,5%,1.1,0.89,1461,2%,5%,0.1%,6%,-0.1%,0.0%
O=C(Nc1ccc(Cl)cc1)Nc1nccs1,7%,1,-0.48,1437,-1%,10%,1.6%,9%,-0.6%,-1.2%
CCOc1cccc(N2C(=O)CC(=O)NC2=O)c1,11%,1,0.82,1193,8%,-16%,-0.3%,15%,1.6%,2.6%
FC(F)(F)c1ccc(CN2CCNCC2)cc1,-38%,0.9,0.05,1291,-12%,-2%,0.2%,0%,2.0%,-0.5%
O=C(N/N=C/c1c(O)n(Cc2ccccc2)c(=O)[nH]c1=O)c1ccccc1,25%,0.1,0.02,1465,-11%,-2%,1.6%,6%,-0.1%,2.9%

# Other compounds follow.
SMILES,PMI inhibitors,TNAP activators,Ins promoter up,Ins promoter up cell count,human PMI inhibitors,Salmonella PhoP GFP,West Nile virus CPE,Large T inhibition,CSM14.1 death rescue,RSV CPE inhibition
Nc1ccc(C(=O)N/N=C2/CN3CCC2CC3)cc1,4%,1.2,-0.8,829,-5%,-11%,0.3%,-4%,-0.9%,-0.5%
COc1ccccc1N1C(=O)NC(=O)/C(=C/c2ccc([N+](=O)[O-])s2)C1=O,.,.,-0.45,963,.,-7%,-0.2%,>100µM*,.,.
CCN1CCN(C(=O)Cc2ccccc2OC)CC1,4%,1,1.1,1504,3%,.,-0.4%,.,-0.1%,-0.9%
COc1ccc(CN2CCN(Cc3ccccc3)CC2)c(OC)c1,-11%,1.1,-0.3,1161,-24%,-7%,-0.4%,7%,-2.7%,1.1%

# Source: PubChem BioAssay (several laboratories)
